Source: PubChem
Gal4-VP16 FLuc: inhibits Gal4-VP16 luciferase reporter, ROR gamma counter-screen; Drosophila S2 Gal4-VP16 UAS-luciferase, luminescence, 20 h; Potency, µM (titrated, usually from 53.6 µM), without a hit: at the highest dose activity, negative = inhibition, usual class: inhibitors; 310,000 tested, 3.5% active;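 also: Gal4-VP16 expression switched on by copper sulfate through the metallothionein promoter; % is scaled to controls: 0 for no effect and ±100 for the full control effect; nearly all actives have a fitted effect of over 50% in size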
Rab9 promoter act: activates the Rab9 promoter; Huh7 Rab9 promoter-luciferase reporter, luminescence, 24 h; AID 485297; 320,000 tested, 2.8% active; Potency, µM (doses to about 9.22 µM), without a hit: at the top dose activation, negative = inhibition, hits mostly activators; also: % of control where 0% means no effect; nearly all actives have a fitted effect of over 60% in size
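Luminescence from Amplite-detected luciferase (10 minutes, ambient) reports Rab9 promoter activation. Before that, stable Rab9-luciferase Huh7 cells (1500/well, reduced-serum OP-MEM I plus 10% FBS) were exposed to compound for 24 hours at 37C.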
RORgamma inh: blocks mouse ROR gamma transcriptional activity; P51450; Drosophila S2 Gal4-RORgamma UAS-luciferase reporter, 20 h; Potency, µM (highest dose often 53.6 µM), inactives show at the highest dose activity change, negative = inhibition, actives largely listed as inhibitors; 310,000 tested, 5.4% active; also: % is scaled to controls: 0 for no effect and ±100 for the full control effect; nearly all actives have a fitted effect of over 60% in size
Target sequence (P51450 whole entry, looked up, the tested form may be a part): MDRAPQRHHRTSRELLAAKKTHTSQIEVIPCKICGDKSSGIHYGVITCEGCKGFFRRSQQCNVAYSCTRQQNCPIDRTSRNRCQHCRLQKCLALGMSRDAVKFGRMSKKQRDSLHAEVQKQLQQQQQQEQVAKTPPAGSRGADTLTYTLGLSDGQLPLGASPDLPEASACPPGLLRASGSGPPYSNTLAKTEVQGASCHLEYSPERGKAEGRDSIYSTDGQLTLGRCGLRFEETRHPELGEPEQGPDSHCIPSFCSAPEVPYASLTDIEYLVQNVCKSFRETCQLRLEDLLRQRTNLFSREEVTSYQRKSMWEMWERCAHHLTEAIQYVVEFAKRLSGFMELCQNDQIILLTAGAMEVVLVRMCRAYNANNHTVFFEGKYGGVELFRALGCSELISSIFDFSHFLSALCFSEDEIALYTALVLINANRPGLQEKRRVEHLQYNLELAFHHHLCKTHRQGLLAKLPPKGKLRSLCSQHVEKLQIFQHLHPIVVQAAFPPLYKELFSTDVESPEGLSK
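Read-out: Photinus luciferase luminescence; inhibitors lower reporter signal. Insect Schneider cells with Gal4-ROR gamma fusion under metallothionein promoter, UAS reporter; 700 uM final copper sulfate induction, 20 hr, ambient temperature.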
MBNL1-CUG inh: inhibitors of human MBNL1 binding to CUG repeat RNA. Q9NR56. TR-FRET MBNL1-His/biotin-(CUG)12 binding, 665/545 ratio. Potency, µM (doses to about 57.5 µM), inactives show top-dose activity change, negative = inhibition, hits mostly inhibitors. 280,000 tested, 0.036% active. AID 2675; active = well fitted inhibition curve with a large enough effect in the signal ratio, with a control signal flat, not every such curve was filed as active; inconclusive = small, poorly fitted or top-dose-only effect, or effect the other way, or a change in a side signal; inactive = no such curve, though single readings can be large or run the other way; the % refers to the signal ratio; also: % is scaled to controls: 0 for no effect and ±100 for the full control effect
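His-tagged MBNL1 binding to biotinylated (CUG)12 RNA was measured by TR-FRET using terbium anti-His antibody (0.055 ng/ul final) and streptavidin-XL665 (5 nM final). Compounds were titrated 92 nM to 58 uM; 60 min at room temperature.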
NPC1 prom act: NPC1 promoter activation; Huh7 NPC1 promoter luciferase reporter, 24 h; Potency, µM (titrated, usually from 9.22 µM), for the others: at the top dose activation, hits mostly activators; 320,000 tested, 2.4% active; AID 485313;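 also: % of control where 0% means no effect; nearly all actives have a fitted effect of over 60% in size; reporter is driven by a mutant NPC1 promoter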
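Readout is luciferase luminescence, reflecting NPC1 promoter activation in stably transfected Huh7 cells after 24 h compound exposure at 37 °C in reduced-serum medium with 10% FBS.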
ELG1 genotoxic: inducers of genotoxicity in HEK293T ELG1-luciferase cells | HEK293T ELG1-luciferase reporter, luminescence, 16 h | AID 504466 | Potency, µM (series often up to 46 µM), for inactives: at the top dose activity change, positive = activation, hits mostly activators | 330,000 tested, 1.3% active; also: % of control where 0% means no effect; nearly all actives have a fitted effect of over 60% in size
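Reporter readout depends on ELG1 protein level, which increases with genetic stress. After 16 hr compound exposure at 37 °C, luciferase activity was quantified using ONE-Glo.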
p53 reactivation: mutant p53 re-activation in reporter cells | 320,000 tested, 0.063% active | Potency, µM (titrated, usually from 92.2 µM), for the others: top-dose activity change, positive = activation, usual class: activators | H1299 p53-A138V BP100-luciferase reporter, luminescence, 24 h | AID 504706; also: % of control where 0% means no effect; nearly all actives have a fitted effect of over 45% in size
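p53-null H1299 cells stably carrying temperature-sensitive p53-A138V and a BP100-luciferase reporter were pinned with compounds (4-point, 1:5 series) and held 24 hrs at 37 deg C. Luminescence was read 10 min after detection reagent.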
uPA generation: cell surface uPA generation inhibition; cell surface uPA generation assay, qHTS; Potency, µM (titrated, usually from 38.3 µM), for the others: at the highest dose activity change, negative = inhibition, actives largely listed as inhibitors; 330,000 tested, 0.31% active; active = well fitted inhibition curve with a large enough effect; inconclusive = small, poorly fitted or top-dose-only effect; inactive = no such curve, though single readings can be large or run the other way; tested in mouse RAW 264.7 cells; also: % is scaled to controls: 0 for no effect and ±100 for the full control effect; nearly all actives have a fitted effect of over 55% in size
FLuc counter: inhibits or activates purified firefly luciferase, miR-21 counter-screen; P08659; purified FLuc, Km substrates, luminescence inhibition; Potency, µM (doses to about 57.5 µM), for the others: at the top dose activity change, negative = inhibition, usual class: inhibitors; 360,000 tested, 6.9% active;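 also: plate controls were vehicle for no effect and reference inhibitor for full effect; nearly all actives have a fitted effect of over 55% in size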
Target sequence (P08659 whole entry, looked up): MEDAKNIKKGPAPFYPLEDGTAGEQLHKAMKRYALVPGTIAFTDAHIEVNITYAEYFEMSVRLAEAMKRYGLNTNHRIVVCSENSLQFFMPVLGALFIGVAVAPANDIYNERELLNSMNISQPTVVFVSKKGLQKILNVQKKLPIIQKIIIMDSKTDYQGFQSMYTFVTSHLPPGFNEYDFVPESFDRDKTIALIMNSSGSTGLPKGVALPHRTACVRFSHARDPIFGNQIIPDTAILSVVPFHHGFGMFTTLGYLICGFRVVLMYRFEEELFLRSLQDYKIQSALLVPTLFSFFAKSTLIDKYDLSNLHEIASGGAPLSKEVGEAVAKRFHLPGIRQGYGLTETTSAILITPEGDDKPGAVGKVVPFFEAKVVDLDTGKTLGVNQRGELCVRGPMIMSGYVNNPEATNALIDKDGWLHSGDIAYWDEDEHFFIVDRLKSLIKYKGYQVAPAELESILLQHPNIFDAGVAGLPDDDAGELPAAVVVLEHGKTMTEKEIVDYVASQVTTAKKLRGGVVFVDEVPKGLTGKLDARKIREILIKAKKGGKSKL
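Biochemical qHTS of compounds, final roughly 60 µM downward over six points, against 10 nM purified firefly luciferase using Km concentrations of substrates (10 uM D-luciferin, 10 uM ATP) in Tris acetate pH 7.5 buffer; luminescence output.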
BRCA1 expr up: BRCA1 expression activation; Potency, µM (series often up to 46.1 µM), for the others: top-dose activation, usual class: activators; MCF7-BRCA1-FFLuc reporter, luminescence, 48 h; response scale: scaled: vehicle 0%, 10 µM genistein 100%; 380,000 tested, 1.1% active; also: nearly all actives have a fitted effect of over 80% in size; some results filed as inactive show a strong effect at the top dose
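48 h compound treatment of MCF7-BRCA1-FFLuc cells (phenol-red free MEM, 37 °C), then 15 min with luciferase substrate and luminescence imaging.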
* hit, by the source's call; u = inconclusive; x = no result given; [ ] = remark or other dose. Unless noted, calls follow the shape of the dose curve; as a rule, active = well fitted curve in the direction sought with a large enough effect; inconclusive = small, poorly fitted or top-dose-only effect, or another doubt; inactive = no such curve, though single readings can be large; an effect the other way counts as inactive or inconclusive. Potency is read from the fitted curve at half-maximal effect. Compounds were not picked by outcome, and some 13% of all compounds hit somewhere here.

SMILES	Gal4-VP16 FLuc	Rab9 promoter act	RORgamma inh	MBNL1-CUG inh	NPC1 prom act	ELG1 genotoxic	p53 reactivation	uPA generation	FLuc counter	BRCA1 expr up
CCCCCOc1ccc(NC(=O)CCCC(=O)O)cc1	-29%	1%	7%	2%	-1%	0%	-1%	1%	u	0%
O=C(O)C1C2C=CC(O2)C1C(=O)NCCc1cccc(Cl)c1 (stereo not given)	4%[10 µM]	-2%	-22%	2%	-6%	0%	-3%	7%	5%	-42%
O=C(CCN1C(=O)/C(=C\c2ccccc2)SC1=S)Nc1ccc(C(=O)O)cc1	26%	0%	-14%	u	-1%	-1%	-1%	2%	u	-2%
Cc1ccccc1N1CCN(S(=O)(=O)Cc2ccccc2)CC1	5%	-1%	29%	-3%	1%	-2%	0%	13%	-14%	17%
Cc1cc(C)cc(C(=O)NCC(=O)N2CCC3(CC2)NCCc2[nH]cnc23)c1	-5%	-3%	-9%	-7%	-4%	3%	-4%	2%	6%	4%
CCN1CCN(C(=O)CSc2cc(=O)n(CC)c3ccccc23)CC1	-1%	-1%	-38%	5%	0%	21µM*	-6%	-6%	-2%	-49%
COc1ccc(S(=O)(=O)N2CCOC2CNC(=O)C(=O)NCCN2CCOCC2)cc1C (stereo not given)	-9%	-2%	-16%	2%	6%	2%	-1%	-5%	1%	2%
CN(c1ccccc1)S(=O)(=O)c1ccc(NC(=O)C2CCCCC2C(=O)O)cc1 (stereo not given)	0%	0%	1%	4%	2%	1%	-2%	2%	-1%	-20%
O=C(CCCCCNc1nc(=S)[nH]c2ccccc12)N1CCN(c2ccccn2)CC1	u	-7%	10µM*	1%	0%	-10%	-12%	x	4%	x
CC[C@@H]1CC=C[C@H]2[C@H]1C(=O)N(Cc1ccccc1)[C@H]2c1cc(C)ccc1F	-15%	-9%	37%	0%	-1%	-7%	9%	x	3%	x
CCN(CC(=O)NCc1ccc(F)cc1)CC(=O)Nc1ccc(Br)cc1F	x	x	x	x	x	2%	-4%	-5%	x	-7%
COc1ccc(C(=O)Nc2ccc(C)cc2C(=O)c2ccccc2)cc1	4%	0%	21%	12%	-1%	1%	-6%	7%	1%	-6%

By substructure: the compounds so far containing an NH in an aromatic ring (2)
SMILES	Gal4-VP16 FLuc	Rab9 promoter act	RORgamma inh	MBNL1-CUG inh	NPC1 prom act	ELG1 genotoxic	p53 reactivation	uPA generation	FLuc counter	BRCA1 expr up
Cc1cc(C)cc(C(=O)NCC(=O)N2CCC3(CC2)NCCc2[nH]cnc23)c1	-5%	-3%	-9%	-7%	-4%	3%	-4%	2%	6%	4%
O=C(CCCCCNc1nc(=S)[nH]c2ccccc12)N1CCN(c2ccccn2)CC1	u	-7%	10µM*	1%	0%	-10%	-12%	x	4%	x

Continued:
SMILES	Gal4-VP16 FLuc	Rab9 promoter act	RORgamma inh	MBNL1-CUG inh	NPC1 prom act	ELG1 genotoxic	p53 reactivation	uPA generation	FLuc counter	BRCA1 expr up
Cc1nc(N2CCN(C(=O)c3ccco3)CC2)nc2c1C(=O)CC(C)C2 (stereo not given)	-5%	11%	8%	-1%	3%	0%	17%	1%	-1%	10%
Cc1cn(CC(=O)c2ccccc2)c2ccccc12	-8%	-5%	15%	-1%	3%	0%	-9%	-5%	0%	-3%
COc1cc([C@@H]2CC=C(C(=O)O)[C@H](c3ccccc3F)N2S(=O)(=O)c2ccc(C)cc2)cc(OC)c1OC	x	-1%	x	x	-5%	1%	3%	-27%	-2%	0%
O=S(=O)(c1ccc(NC(=S)Nc2ccc(OC(F)F)cc2)cc1)N1CCOCC1	13%	-2%	-3%	18%	-3%	-1%	-1%	-2%	-2%	-1%
CC(=O)c1ccc(NC(=S)Nc2cccc3cnccc23)cc1	-6%	0%	-4%	u	1%	-4%	4%	-1%	u	7%
C=CCn1c(SCC(=O)NCc2ccccc2)nnc1-c1ccccc1O	-7%	-3%	u	-6%	0%	-8%	-3%	2%	-1%	12%[1.84 µM]
COCCn1c(SCC(=O)c2[nH]c(C)c(C(C)=O)c2C)nc2ccccc21	13%	1%	13%	-3%	-3%	-2%	2%	-2%	-1%	-59%
COc1ccc(CN(C)C2CCN(C)CC2)cc1OC	3%	0%	-4%	-5%	2%	0%	x	7%	-2%	15%
CC(C)CC(Nc1ncnc2scc(-c3ccccc3)c12)C(=O)O (stereo not given)	0%	3%	40%	6%	1%	-2%	5%	-5%	3%	-7%
Cc1c(Cl)c([N+](=O)[O-])nn1CC(=O)N1CCCC1	-7%	-4%	14%	-10%[11.5 µM]	0%	1%	-20%	-3%	0%	-2%
O=C1C2CCCN2c2ccc(S(=O)(=O)N3CCOCC3)cc2N1Cc1ccccc1F (stereo not given)	-4%	0%	-1%	-5%	0%	-3%	-2%	5%	2%	-8%
COc1ccc(NC(=O)CSc2nnc(CCC(=O)Nc3ccc(C)c(Cl)c3)n2C)cc1	-3%	-9%	18%	-3%	-2%	2%	1%	-17%	-1%	6%
Cc1ccc(C(=O)N/C(=C\c2ccc(-c3cc(Cl)ccc3Cl)o2)C(=O)NCc2cccnc2)cc1	-1%	u	u	u	u	5%	11%	-4%	19µM*	-88%
CC(C)(C)NC(=O)C(Cc1ccccc1)NS(=O)(=O)c1ccc2c(c1)CCC(=O)N2 (stereo not given)	1%	-4%	-3%	-8%	2%	-1%	-2%	x	3%	-2%
CCOc1ccccc1NC(=O)c1cnc(NS(=O)(=O)c2ccccc2)nc1	-7%	4%	-1%	-4%	-3%	-1%	-3%	2%	2%	-10%
Oc1c(I)cc(I)c2cccnc12	4.5µM*	-1%	2.5µM*	0%	0%	-3%	-4%	9%	7%	-33%
COc1ccccc1COCC(O)CN(Cc1ccco1)Cc1ccccc1O (stereo not given)	u	3%	u	x	2%	-4%	0%	5%	1%	-33%
Cc1onc(-c2ccccc2)c1C(=O)N1CCC(CO)(Cc2ccccc2)CC1	-2%	2%	17%	-4%	-2%	1%	7%	-5%	-2%	-4%
c1ccc(-c2cc3ccccc3[nH]2)cc1	u	u	0%	-3%	u	u	14%	-15%	19µM*	53%
CN(C)c1ccc(NC(=O)CSc2nnc(-c3cnccn3)n2C)cc1	-4%	1%	-28%	-2%	6%	-5%	-9%	3%	u	0%
CCc1cccc2c(C(=O)COC(=O)C3=NNC(=O)CC3)c[nH]c12	-1%[10 µM]	-8%	9%	-4%	0%	0%	14%	9%	-18%	1%
CC(NC(=O)c1cc(S(=O)(=O)N2CCCC2)ccc1Cl)c1ccccn1 (stereo not given)	x	-8%	x	x	3%	0%	10%	1%	x	2%
C/C(CC(=O)Nc1ccccn1)=N\NC(=O)c1ccc(C)cc1	-2%	-4%	-28%	-6%	1%	3%	17%	1%	-14%	55%
O=C(Nc1ccccn1)C(=O)N1CCCCC1	-1%	11%	19%	-4%	-1%	7%	u	1%	-2%	30%
COc1ccc(NC(=O)COC(=O)CCc2cc(OC)c(OC)c(OC)c2)c([N+](=O)[O-])c1	-3%	1%	21%	u	-1%	-5%	10%	5%	0%	-2%
COc1cc2[nH]c(Cl)c([N+](=O)[O-])c2cc1OC	3%	0%	-2%	u	-12%	u	-2%	-1%	-5%	-1%
O=C(c1ccco1)N(c1ccccn1)c1ccccn1	2%	-1%	5%	-4%	0%	-5%	0%	-3%	3%	-13%
CNS(=O)(=O)c1ccc(N=Cc2c(C)[nH]n(-c3ccc(C)cc3C)c2=O)cc1	-12%	2%	-20%	5%	0%	9%	3%	1%	5%	9%
c1ccc(N2CCN(c3nc4ccccc4n4cnnc34)CC2)cc1	2%	1%	17%	-8%	3%	0%	-1%	12%	-5%	-48%
Cc1ccc(C)c(NC(=S)N(C)CCO)c1	-8%	1%	-5%	-8%	-1%	0%	-3%	x	-2%	-10%
CN1C(=O)c2ccccc2C(C(=O)NCC2CCCO2)C1c1c[nH]c2ccccc12 (stereo not given)	7%	x	2%	4%	x	x	x	-1%	0%	-13%
O=C1C(C2=NC(c3ccccn3)C3C(=O)N(c4ccc(OC(F)(F)F)cc4)C(=O)C23)=C(O)c2ccccc21 (stereo not given)	0%	-16%	4%	-8%	-10%	2%	-2%	1%	0%	-1%
Fc1ccc(-c2cc(C(F)(F)F)nc(NCC3CCCO3)n2)cc1 (stereo not given)	3%	0%	37%	-8%	2%	-2%	-4%	5%	1%	-15%
C/C(=N\Nc1ccc2nncn2n1)c1ccc(Cl)s1	0%	-1%	2%	u	20%	0%	-10%	-26%	1%	-37%
CCCc1n[nH]c(=O)c2c1nnn2Cc1ccccc1F	-5%	4%	-17%	-12%	11%	2%	-1%	-4%	3%	0%
O=C(c1ccco1)N1CCN(c2cc(=O)n(C3CCCCC3)c(=O)[nH]2)CC1	-4%	0%	-5%	5%	1%	-1%	-2%	-2%	1%	-22%
CCC(C)(C)NC(=O)CN(C(=O)c1csnn1)c1cccc2c1CCCC2	3%	-2%	3%	-2%	-6%	-6%	0%	6%	2%	-6%
O=c1[nH]c2cc3c(cc2cc1CN(Cc1nnnn1C1CCCC1)C1CCCC1)OCCO3	18%	-2%	41%	u	-3%	8%	2%	x	-16%	1%
C=CCn1c(NCc2ccc(N(C)C)cc2)nc2ccccc21	-7%	13%	-38%	-7%	18%	5%	10%	-1%	24µM*	u
CCOC(=O)CN1C(=O)C(C)(C)Oc2ccc(C(=O)NC(C)(C)CC)cc21	-10%	-10%	6%	-5%	-2%	2%	-36%[inhibitor]	2%	-1%	-23%
